# Compound activity (PubChem)
# HCV core inhibition = inhibitors of HCV core protein dimerization, confirmation, biochemical, TR-FRET, triplicate (AID 2152). TR-FRET GST-/Flag-core106 dimerization, HTRF; active compounds read high. inhibition, % at 5 µM. 2,300 compounds, 1% hits;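 active = mean inhibition over three replicate wells above the hit threshold derived in the earlier primary screen, cut at about 45% in these data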;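 note: 0% = DMSO wells and 100% = unlabelled core106 competitor control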
#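 Test system: GST- and Flag-tagged HCV core106 peptides, dimerization via antibody TR-FRET / Amount: 17 nM Flag- plus 13.5 nM GST-core106 / Probe or stimulus: Eu(K)-anti-GST plus XL665-anti-FLAG antibodies / Compound dosing: one 5 µM dose, 0.5% DMSO / Times: 4 h incubation, 22.5 °C / Technique: TR-FRET, 340 nm excitation, 671/617 nm emission / Evaluation: percent inhibition from emission ratio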
# Active calls of the source: *. The list is partial. The share of hits here may be higher or lower than overall.
entry | HCV core inhibition | molecule
1 | 46.4* | COc1ccccc1/C=C/C=c1\sc2nc(=O)c(Cc3ccccc3)nn2c1=O
2 | 13.1 | Cc1ccc(C)c(-n2c3nc(=O)[nH]c(=O)c-3cc3cc([N+](=O)[O-])ccc32)c1
3 | 2.4 | Clc1ccc(CSc2nnc(-c3cccnc3)n2Cc2ccco2)c(Cl)c1
4 | 18.4 | O=C(NCc1ccco1)C1Cc2ccccc2CN1S(=O)(=O)c1ccccc1F (centres undefined)
5 | -6.2 | CC(=O)c1cccc(NC(=O)C(OC(=O)c2cccc(S(=O)(=O)N(C)c3ccccc3)c2)c2ccccc2)c1 (centres undefined)
6 | 6.2 | COc1ccc(-c2cc(-c3ccccc3)c(C#N)c(S(C)(=O)=O)n2)cc1
7 | 3.8 | O=C1/C(=C\c2ccc(Br)o2)SC(=Nc2ccccc2)N1c1ccccc1
8 | 19.2 | CCC1CCCCN1c1ccc([N+](=O)[O-])cc1/C=N/NC(=O)Cn1c2ccccc2c(=O)c2ccccc21 (centres undefined)
9 | 9.3 | N=c1c(C(=O)NCc2ccco2)cc2c(=O)n3ccccc3nc2n1Cc1ccc(Cl)cc1
10 | -28.7 | O=C1COc2ccc(C(=O)CSc3nc4ccccc4c(=O)n3-c3ccc(Cl)c(Cl)c3)cc2N1

# (more compounds)
entry | HCV core inhibition | molecule
11 | -4.4 | CCCn1c(CCC(=O)O)ccc1-c1ccc(OC)cc1
12 | 19.4 | S=c1nc(-c2ccc(Br)cc2)[nH]c2ccccc12
13 | 0.6 | Cc1cc(N2Cc3ccccc3C2)ccc1C=O
14 | -2.9 | O=C(CSc1cccc(C(F)(F)F)c1)NC(=O)NCc1ccco1
15 | 5.5 | c1ccc(OCc2nn3c(-c4n[nH]c5c4CCC5)nnc3s2)cc1
16 | 4.2 | CC(=O)[C@H]1[C@@H]2C(=O)N(c3cccc(Cl)c3)C(=O)[C@@H]2[C@H]2c3ccccc3C=CN21
17 | 1.6 | N#Cc1ccccc1N1CCN(C(=O)c2ccc(NC(=O)c3ccc(Br)o3)cc2)CC1
18 | -2.0 | Cc1cccc(-n2c(=O)[nH]c3c(C(N)=O)nc(C(C)C)nc32)c1
19 | -4.6 | CC(=O)CSc1nsc(SCC(C)=O)c1C#N
20 | 0.8 | Cc1cccc(NC2=Nc3ccccc3N3C2=Nc2c(c(C)nn2-c2ccccc2)C3c2ccc(O)c(O)c2)c1 (centres undefined)

# Further entries follow:
entry | HCV core inhibition | molecule
21 | 18.5 | O=C(Nc1ccc(Br)cc1Cl)c1cnccn1
22 | 21.3 | Cc1cccc(N2CC(C(=O)Nc3nnc(SCc4ccccn4)s3)CC2=O)c1 (centres undefined)
23 | -2.3 | O=C(CCC(=O)c1cccs1)Nc1ccc(F)c(F)c1F
24 | 0.1 | O=C(COC(=O)Cc1ccc(S(=O)(=O)N2CCOCC2)s1)NCCc1ccccc1
25 | 8.6 | CCc1nn2c(=O)cc(COc3ccc(/C=C4\C(=N)N5N=C(C)SC5=NC4=O)cc3)nc2s1
26 | -0.6 | Cc1ccc(S(=O)(=O)Oc2ccc(/C=C(/NC(=O)c3ccccc3)C(=O)Nc3ccccc3)cc2)cc1
27 | 0.4 | C=CCSC1=N/C(=C\C=C\c2ccco2)C(=O)S1
28 | -4.4 | CC(C)(C)c1ccc(NC(=O)COc2ccc(-n3ccnc3)cc2)cc1
29 | 3.0 | Nc1nc(SCC(=O)N2N=C3/C(=C/c4ccco4)CCCC3C2c2ccco2)n[nH]1 (centres undefined)
30 | -2.1 | Cc1cc(C(=O)CSc2nc(N)cc(=O)[nH]2)c(C)n1CCc1ccc(Cl)cc1

# Going on with the list:
entry | HCV core inhibition | molecule
31 | -2.9 | CC(=O)Oc1cc2c(cc1Cl)C1(CC(c3ccccc3Cl)O2)CC(C)(C)NC(=S)N1 (centres undefined)
32 | 0.0 | N#C/C(=C(/O)COC(=O)Cc1c[nH]c2ccccc12)c1nc2ccccc2[nH]1
33 | -1.6 | COc1cc(CCC(=O)OCC(=O)Nc2ncc(Cl)cc2Cl)cc(OC)c1OC
34 | -6.1 | Cc1cc(C)c2c(c1)NC(C(=O)O)C1CC=CC21 (centres undefined)
35 | -3.5 | COc1ccc(N2C(=O)N3[C@H](c4cccc(C)c4)[C@@H]4C(=O)N(Cc5ccccc5)C(=O)[C@@H]4[C@]3(Cc3ccccc3)C2=O)cc1
36 | 4.9 | O=C(Nc1nnc(C2CC2)s1)C1Cc2ccccc2CN1C(=O)c1ccco1 (centres undefined)
37 | 9.6 | Cc1cc(C)n2nc(SCc3cc(=O)oc4cc(O)ccc34)nc2n1
38 | 6.7 | Cc1ccc(/C=C/C(=O)Nc2ccc([N+](=O)[O-])c(NC(=O)/C=C/c3ccc(C)o3)c2)o1
39 | -6.0 | CCOc1ccc2oc(C(=O)Nc3ccc(N4CCOCC4)cc3)c(C)c2c1
40 | -9.4 | Cc1cc(-c2csc(N)n2)c(C)n1CCc1ccccc1

# (next part)
entry | HCV core inhibition | molecule
41 | -6.5 | C=CCOC(=O)C1=C(C)NC(SCC(=O)Nc2nccs2)=C(C#N)C1c1ccc(Cl)cc1 (centres undefined)
42 | -1.9 | O=C(COC(=O)c1ccccc1Oc1ccccc1)NCc1ccco1
43 | 7.2 | Cc1cc(C)cc(NC(=O)C(OC(=O)c2ccc(NC(=O)CC#N)cc2)c2ccccc2)c1 (centres undefined)
44 | 9.8 | COc1ccc(NC(=O)CN(C)C(=O)c2cccc(-n3cccc3)c2)cc1
45 | 1.0 | Cc1ccc2c(c1)c(=O)c1c3n2CCN(C(=O)CCl)C3CC1 (centres undefined)
46 | 6.5 | COc1ccc(-c2cc(-c3ccccc3)c(C#N)c(S(C)=O)n2)cc1 (centres undefined)
47 | -1.2 | CCN(CC)S(=O)(=O)c1cccc(NC(=O)C2SC(=Nc3ccc(C)cc3C)C(C(=O)NC(C)COC)=C2N)c1 (centres undefined)
48 | 24.0 | CC(C)Cn1c(N)c(C(=O)COC(=O)c2cc(-c3ccco3)nc3ccccc23)c(=O)n(C)c1=O
49 | 8.0 | O=C1c2cccc3c(N4CCOCC4)c([N+](=O)[O-])cc(c23)C(=O)N1c1cccc2ccccc12
50 | -5.6 | CCc1ccc(/C=N/NC(=O)c2cc(-c3ccccc3OC)nc3ccccc23)s1

# Next results.
entry | HCV core inhibition | molecule
51 | 4.0 | O=C(NCc1ccc2c(c1)OCO2)c1cc2c(s1)CSC2
52 | -8.0 | NC(=S)N/N=C/c1ccc(-c2ccc(Cl)c(Cl)c2)o1
53 | 2.5 | COc1cccc2c(C)c(C(=O)O)[nH]c12
54 | 26.2 | COc1ccc(C(=O)Nc2nnc(Cc3ccccc3)s2)c(OC)c1
55 | -0.7 | Cc1ccc(NC(=O)c2cc(-c3ccc(C)o3)nc3ccccc23)nc1
56 | 6.8 | Cc1cc(C)c2[nH]c(C(=O)Nc3ccc(F)cc3Br)cc2c1
57 | 0.3 | COc1ccc2oc(=O)c(/C(C)=N/Nc3nc(-c4cc(C)ccc4C)cs3)cc2c1
58 | 10.2 | Cc1ccc(S(=O)(=O)c2c(N)n(/N=C/c3ccco3)c3nc4ccccc4nc23)cc1C
59 | 3.9 | COc1ccc2nc(/C(C#N)=C\c3ccc(Oc4ccc([N+](=O)[O-])cn4)cc3)[nH]c2c1
60 | -5.0 | Cc1ccc(OCCn2cc(/C=C3\C(=O)NN(c4ccccc4)C3=O)c3ccccc32)cc1

# Values in list order from above.
# Nos. 51–60 in HCV core inhibition read 4.0, -8.0, 2.5, 26.2, -0.7, 6.8, 0.3, 10.2, 3.9, -5.0

# 23 successive records already listed, quoted:
entry | HCV core inhibition | molecule
38 | 6.7 | Cc1ccc(/C=C/C(=O)Nc2ccc([N+](=O)[O-])c(NC(=O)/C=C/c3ccc(C)o3)c2)o1
39 | -6.0 | CCOc1ccc2oc(C(=O)Nc3ccc(N4CCOCC4)cc3)c(C)c2c1
40 | -9.4 | Cc1cc(-c2csc(N)n2)c(C)n1CCc1ccccc1
41 | -6.5 | C=CCOC(=O)C1=C(C)NC(SCC(=O)Nc2nccs2)=C(C#N)C1c1ccc(Cl)cc1 (centres undefined)
42 | -1.9 | O=C(COC(=O)c1ccccc1Oc1ccccc1)NCc1ccco1
43 | 7.2 | Cc1cc(C)cc(NC(=O)C(OC(=O)c2ccc(NC(=O)CC#N)cc2)c2ccccc2)c1 (centres undefined)
44 | 9.8 | COc1ccc(NC(=O)CN(C)C(=O)c2cccc(-n3cccc3)c2)cc1
45 | 1.0 | Cc1ccc2c(c1)c(=O)c1c3n2CCN(C(=O)CCl)C3CC1 (centres undefined)
46 | 6.5 | COc1ccc(-c2cc(-c3ccccc3)c(C#N)c(S(C)=O)n2)cc1 (centres undefined)
47 | -1.2 | CCN(CC)S(=O)(=O)c1cccc(NC(=O)C2SC(=Nc3ccc(C)cc3C)C(C(=O)NC(C)COC)=C2N)c1 (centres undefined)
48 | 24.0 | CC(C)Cn1c(N)c(C(=O)COC(=O)c2cc(-c3ccco3)nc3ccccc23)c(=O)n(C)c1=O
49 | 8.0 | O=C1c2cccc3c(N4CCOCC4)c([N+](=O)[O-])cc(c23)C(=O)N1c1cccc2ccccc12
50 | -5.6 | CCc1ccc(/C=N/NC(=O)c2cc(-c3ccccc3OC)nc3ccccc23)s1
51 | 4.0 | O=C(NCc1ccc2c(c1)OCO2)c1cc2c(s1)CSC2
52 | -8.0 | NC(=S)N/N=C/c1ccc(-c2ccc(Cl)c(Cl)c2)o1
53 | 2.5 | COc1cccc2c(C)c(C(=O)O)[nH]c12
54 | 26.2 | COc1ccc(C(=O)Nc2nnc(Cc3ccccc3)s2)c(OC)c1
55 | -0.7 | Cc1ccc(NC(=O)c2cc(-c3ccc(C)o3)nc3ccccc23)nc1
56 | 6.8 | Cc1cc(C)c2[nH]c(C(=O)Nc3ccc(F)cc3Br)cc2c1
57 | 0.3 | COc1ccc2oc(=O)c(/C(C)=N/Nc3nc(-c4cc(C)ccc4C)cs3)cc2c1
58 | 10.2 | Cc1ccc(S(=O)(=O)c2c(N)n(/N=C/c3ccco3)c3nc4ccccc4nc23)cc1C
59 | 3.9 | COc1ccc2nc(/C(C#N)=C\c3ccc(Oc4ccc([N+](=O)[O-])cn4)cc3)[nH]c2c1
60 | -5.0 | Cc1ccc(OCCn2cc(/C=C3\C(=O)NN(c4ccccc4)C3=O)c3ccccc32)cc1

# The list continues.
entry | HCV core inhibition | molecule
61 | 1.5 | Cc1ccc(CNC(=O)c2ccc(N3CCC4(CC3)CC(c3ccccc3)=NO4)c(NC(=O)c3ccco3)c2)cc1
62 | 6.5 | Cc1nc(Nc2ccc(Cl)c(Cl)c2)sc1C(=O)Nc1ccccc1
63 | 6.3 | Cc1ccc(Cl)cc1N1CCN(C(=O)c2cc3c(=O)[nH]c4ccccc4c3n2C)CC1
64 | -1.1 | O=C(N/N=C/c1ccc([N+](=O)[O-])o1)c1cn(-c2ccccc2)nc1-c1ccc(Cl)cc1
65 | 30.8 | CCOc1ccc(NC(=O)c2ccc(NC(=O)COC(=O)c3ccc(NC(=O)CC#N)cc3)cc2)cc1
66 | -7.1 | O=C1/C(=C/c2cccc(Cl)c2)SC(=S)N1CCC(=O)N1CCCCC1CCO (centres undefined)
67 | 1.8 | Cc1nn(-c2ccccc2)c(N2CCCC2)c1/C=N/NC(=O)c1cccc(S(=O)(=O)Nc2ccc(Cl)cc2)c1
